ROS inducer – cancer cell ROS induction; U2OS ROS induction, H2DCF-DA fluorescence; ROS induction (% of piperlongumine), % at 10 µM; 2% of 46,000 active; in the data active = ROS induction above about 79%, passing the limit was not always enough; inconclusive = no clear call, values can overlap the other calls;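 note: 0% = DMSO vehicle median and 100% = reference compound median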
An asterisk follows results filed as active; ? = inconclusive. Only part of the results is shown, so the mix of outcomes need not match the whole.

Molecule,ROS inducer
S=c1nc(-c2ccccc2)n(-c2ccccc2)[nH]1,23.8
C[C@H]1CN([C@@H](C)CO)C(=O)c2cccc(NS(=O)(=O)c3cccs3)c2O[C@H]1CN(C)Cc1ccc(-c2ccccc2)cc1,18.4
O=C(CSc1nnc(-c2cccnc2)o1)c1ccc(Br)cc1,30.2
C=C(CO)C1Cc2cc(C(C)=O)ccc2O1 (stereo not drawn),-11.0
O=C(N=S1CCN(c2ncc(C(F)(F)F)cc2Cl)CC1)c1ccccc1,19.1
CNC[C@@H]1Oc2ccc(NC(=O)Nc3ccc(F)cc3)cc2CC(=O)N([C@H](C)CO)C[C@@H]1C,-3.0
COc1ccccc1NC(=S)NCc1cccnc1,-22.2
CNC[C@@H]1Oc2c(NC(=O)c3ccc(-c4nccs4)cc3)cccc2C(=O)N([C@H](C)CO)C[C@H]1C,-4.7
C[C@H](CO)N1C[C@H](C)[C@H](CN(C)Cc2ccccc2)Oc2ccc(NC(=O)CCCCCC(=O)Nc3ccccc3N)cc2C1=O,-2.7
Cc1ccc(S(=O)(=O)c2cn(Cc3cccc(Cl)c3)c3cc4c(cc3c2=O)OCO4)cc1,97.5*
CCOc1ccc(-n2c(O)c(C3=c4ccccc4=NC3=O)sc2=O)cc1,31.9
C[C@@H]1CN([C@@H](C)CO)C(=O)c2cccc(NC(=O)Nc3ccc4c(c3)OCO4)c2O[C@@H]1CN(C)Cc1ccc(Cl)c(Cl)c1,7.7
Cn1c(SCC(=O)Nc2sc3c(c2C#N)CCCC3)nnc1-c1ccccc1,-14.4
C[C@@H]1CN([C@H](C)CO)C(=O)Cc2cc(NC(=O)c3ccncc3)ccc2O[C@@H]1CN(C)Cc1ccc(C(=O)Nc2ccccc2N)cc1,0.2
C[C@@H]1CN([C@H](C)CO)C(=O)c2cc(NS(=O)(=O)c3cccs3)ccc2O[C@@H]1CN(C)S(C)(=O)=O,-20.8
C[C@@H]1CN([C@H](C)CO)C(=O)c2cc(NC(=O)CCC(F)(F)F)ccc2O[C@@H]1CN(C)CC1CC1,-8.2
COc1ccc(C(=O)CSc2nc(-c3cccc(C)c3)ns2)cc1,1.7
Cc1oc2c(c1C(=O)N1CCC(C)CC1)C(=O)c1ccccc1C2=O,21.4
Cn1c(=O)c2c(-c3ccc(C(C)(C)C)cc3)n(-c3cc(N)c(Cl)cc3Cl)cc2n(C)c1=O,13.1
Cc1noc(C)c1NC(=O)N(C)C[C@@H]1Oc2ccc(NS(=O)(=O)c3ccccc3)cc2C(=O)N([C@@H](C)CO)C[C@@H]1C,-9.7
CSc1cccc(NC(=O)CSc2nnc(-c3ccc(Br)cc3)o2)c1,-11.3
CC(C)(C)c1ccc(C(=O)Nc2c3c(nn2-c2ccc(Cl)cc2)CSC3)cc1,8.2
O=C(O)CC(c1ccc(F)cc1)c1ccco1 (stereo not drawn),-7.1
COc1ccc(CN(C)C[C@@H]2Oc3ccc(NC(=O)Cc4ccccc4)cc3CC(=O)N([C@@H](C)CO)C[C@@H]2C)cc1,10.6
O=[N+]([O-])c1ccccc1OCCCCSc1ncccn1,-20.6
CS(=O)(=O)N(CC(=O)Nc1ccc(I)cc1)C1CCCCC1,-5.5
COC(=O)CCCCCCC(=O)NN=C1CCCCCCC1,-5.7
O=C(CSc1nc2ccccc2c(=O)n1CCc1ccccc1)NCc1ccco1,8.4
CNC[C@@H]1Oc2ccc(NS(=O)(=O)c3ccc(C)cc3)cc2CC(=O)N([C@@H](C)CO)C[C@@H]1C,-13.1
Cc1cc2ccccc2n2c(SCC(=O)NCc3ccco3)nnc12,3.8
CN(C)/C=C/C(=O)C12CC3CC(CC(C3)C1)C2,10.6
C[C@@H]1CN([C@@H](C)CO)C(=O)c2cccc(NS(C)(=O)=O)c2O[C@@H]1CN(C)Cc1ccncc1,1.9
COc1ccc(S(=O)(=O)Nc2ccc3c(c2)C(=O)N([C@@H](C)CO)C[C@H](C)[C@H](CN(C)S(=O)(=O)c2ccccc2)O3)cc1,0.0
COc1ccc(NC(=O)CSc2nnnn2C)cc1,-20.7
Cc1cccc(NC(=O)c2cc(NC(=O)C3CCCCC3C(=O)O)ccc2N2CCCCC2)c1 (stereo not drawn),?
CC(C)NC(=O)N(C)C[C@H]1Oc2ccc(NC(=O)CCN3CCOCC3)cc2C(=O)N([C@H](C)CO)C[C@H]1C,2.5
C[C@@H]1CCCCO[C@H](CN(C)Cc2ccc(Cl)c(Cl)c2)[C@@H](C)CN([C@H](C)CO)C(=O)c2cc(NC(=O)C3CCCCC3)ccc2O1,24.6
C[C@@H]1CCCCO[C@@H](CN(C)C(=O)Nc2ccc(C(F)(F)F)cc2)[C@@H](C)CN([C@H](C)CO)C(=O)c2cc(NC(=O)CCCCCC(=O)Nc3ccccc3N)ccc2O1,18.7
CNC[C@H]1Oc2c(NC(=O)Nc3ccc4c(c3)OCO4)cccc2C(=O)N([C@H](C)CO)C[C@H]1C,-14.0
O=C1CCC=CC1(O)C(=O)OCc1cccc(O)c1OC1OC(CO)C(O)C(O)C1O (stereo not drawn),-9.5
CC(=O)OCc1ccccc1Sc1ccccc1C(=O)Nc1ccccc1,25.7
COC(=O)CCCCCCC(=O)N/N=C/c1ccncc1Br,15.2
Cc1ccccc1CN(C)C[C@@H]1OCc2cn(nn2)CCCC(=O)N([C@H](C)CO)C[C@@H]1C,-2.6
O=c1ccc2ccc(Oc3ncnc4scc(-c5ccc(F)cc5)c34)cc2o1,-0.8
CS(=O)(=O)N(CC(=O)Nc1cccc2ccccc12)c1ccc(Cl)cc1,-10.7
C[C@@H]1CN([C@@H](C)CO)C(=O)c2cc(NC(=O)CCN3CCOCC3)ccc2O[C@H]1CN(C)C,-13.1
Cc1nc2sccn2c(=O)c1CCN1CCC(=C(c2ccccc2)c2ccc(F)cc2)CC1,15.6
C[C@H](CO)N1C[C@H](C)[C@@H](CN(C)Cc2ccc(C(=O)O)cc2)Oc2c(NS(=O)(=O)c3ccc(F)cc3)cccc2C1=O,-7.3
CCN1/C(=C2/SC(=S)NC2=O)Sc2ccccc21,68.7
O=C(Cn1nc(C(F)(F)F)c2c1CCCCC2)Nc1ccc(S(=O)(=O)N2CCCC2)cc1,10.7
Cc1cc(I)ccc1NC(=O)CN(c1cc(Cl)ccc1C)S(C)(=O)=O,1.5
Cc1cc2ncc(-c3ccn(S(=O)(=O)c4ccc(Cl)cc4)c3)nc2cc1C,54.2
C[C@@H]1O[C@@H](Oc2cc(O)c3c(=O)c(O[C@@H]4O[C@@H](C)[C@H](O[C@@H]5O[C@@H](C)[C@H](O)[C@@H](O)[C@H]5O)[C@@H](O)[C@H]4O)c(-c4ccc(O)cc4)oc3c2)[C@H](O)[C@H](O)[C@H]1O,-0.3
C[C@@H]1CN([C@H](C)CO)C(=O)c2cccc(NC(=O)C3CC3)c2O[C@@H]1CN(C)Cc1ccc(-c2ccccc2)cc1,5.0
O=S(=O)(C1=CC23CCCC2(C=C(S(=O)(=O)c2ccc(Cl)cc2)C3)C1)c1ccc(Cl)cc1 (stereo not drawn),81.2*
CCOC(=O)Nc1c[n+](N2CCOCC2)no1,7.8
CC(=O)NC1=NN(C(C)=O)C(C)(CS(=O)(=O)c2ccc(C)cc2)S1 (stereo not drawn),-5.2
CN1CCN(NC(=O)c2ccc(-c3ccccc3)cc2)CC1,-5.2
O=C(Nc1ccccc1-c1nc2ccccc2s1)c1ccc(-c2ccccc2[N+](=O)[O-])o1,2.9
O=C(CSc1nc2ccccc2s1)Nc1ccccc1N1CCOCC1,-6.2

Continued.
Molecule,ROS inducer
C[C@H]1CN([C@@H](C)CO)C(=O)c2cc(NC(=O)Nc3ccc(F)cc3)ccc2O[C@@H]1CN(C)S(=O)(=O)c1ccc(F)cc1,-9.4
C[C@@H]1CN([C@H](C)CO)C(=O)c2cc(NC(=O)Cc3cn(C)c4ccccc34)ccc2O[C@H]1CN(C)C(=O)Nc1ccc(C(F)(F)F)cc1,48.1
O=C1O[C@H](c2ccccc2)[C@H](c2ccccc2)N2[C@H]1[C@@H](C(=O)N1CCN(c3ncccn3)CC1)[C@]1(C(=O)Nc3ccc(C#CCCO)cc31)[C@H]2c1ccccc1OCCO,33.1
C[C@@H]1CN([C@H](C)CO)C(=O)c2cc(N(C)C)ccc2O[C@@H]1CN(C)Cc1ccccc1,-2.2
O=C1OCCN1/N=C/c1ccc([N+](=O)[O-])o1,?
O=c1c(S(=O)(=O)c2ccccc2)cn(Cc2ccc(F)cc2)c2ccc(F)cc12,12.9
O=C(NCc1ccco1)C1CC(=O)N(c2ccc(O)cc2)C1 (stereo not drawn),5.8
O=C(NCCOc1ccccc1Cc1ccccc1)c1ccc(Br)cc1,26.1
C[C@@H]1CN([C@@H](C)CO)C(=O)c2cccc(NC(=O)C3CC3)c2O[C@H]1CN(C)S(=O)(=O)c1ccc(Cl)cc1,-8.6
COc1cccc(S(=O)(=O)N(C)C[C@@H]2OCc3cn(nn3)CCCC(=O)N([C@H](C)CO)C[C@H]2C)c1,-13.1
C[C@@H]1CCCCO[C@H](CN(C)C)[C@@H](C)CN([C@H](C)CO)C(=O)c2cc(N(C)C)ccc2O1,13.4
C[C@@H]1CN([C@@H](C)CO)C(=O)c2cc(NS(=O)(=O)c3ccc(F)cc3)ccc2O[C@@H]1CN(C)CC1CC1,7.9
C[C@H]1CN([C@@H](C)CO)C(=O)c2cccc(NC(=O)c3ccc(-c4nccs4)cc3)c2O[C@@H]1CN(C)Cc1ccc2c(c1)OCO2,46.6
C/C(=N\n1c(-c2ccccc2)n[nH]c1=O)c1ccccc1,2.2
CCn1c2c(c3cc(OCc4ccccc4)ccc31)CCCC2=O,41.6
C[C@H]1CN([C@@H](C)CO)C(=O)CCCn2cc(nn2)CO[C@H]1CN(C)S(=O)(=O)c1ccc(Cl)cc1,-16.5
C[C@H](CO)N1C[C@H](C)[C@H](CN(C)S(=O)(=O)c2cn(C)cn2)Oc2ccc(NS(=O)(=O)c3cn(C)cn3)cc2CC1=O,8.8
O=C(CCCCCCC(=O)Nc1ccccc1O)N/N=C/c1ccc(OCc2ccccc2)cc1O,0.9
C[C@@H]1CN([C@@H](C)CO)C(=O)c2cccc(NC(=O)C3CC3)c2O[C@H]1CN(C)Cc1ccc(C(=O)O)cc1,0.7
Cc1ccc(S(=O)(=O)N(C)C[C@H]2Oc3ccc(NC(=O)Nc4ccccc4)cc3CC(=O)N([C@@H](C)CO)C[C@@H]2C)cc1,123.0*
COc1ccc(NC(=O)N(C)C[C@H]2Oc3c(NS(=O)(=O)c4ccc(C)cc4)cccc3C(=O)N([C@@H](C)CO)C[C@@H]2C)cc1,0.5
CC(C)NC(=O)N(C)C[C@H]1OCc2cn(nn2)CCCC(=O)N([C@@H](C)CO)C[C@@H]1C,6.8
COc1ccc(NC(=O)CC(=O)CSc2ccccc2)cc1,5.6
CCOC(=O)c1cc2c(oc1=O)c(I)cc1oc3c(c12)CCCC3,7.0
C[C@H](CO)N1C[C@H](C)[C@H](CN(C)Cc2ccccc2)Oc2ccc(NC(=O)Nc3ccc(F)cc3)cc2C1=O,0.6
O=C(Cn1nnc2ccccc21)OCc1ccccc1Cl,23.7
O=C(CS(=O)(=O)c1ccc2ccccc2c1)c1cc2ccccc2oc1=O,1.3
Cc1ccccc1C(=O)NCCC(C)C,3.3
CC1(C)O[C@@H]2C[C@H]3[C@@H]4CCC5=CC(=O)CC[C@]5(C)[C@@]4(F)[C@@H](O)C[C@]3(C)[C@]2(C(=O)CCl)O1,-2.5
Cc1ccc(OCc2ccc(C(=O)N(C)C3CCCCC3)o2)cc1C,12.5
CC(C)(C)c1cc(C(=O)N2CCN(c3ccc(C(F)(F)F)cn3)CC2)n(Cc2ccc(F)cc2)n1,14.1
C[C@H]1CN([C@@H](C)CO)C(=O)c2cccc(NS(=O)(=O)c3ccc(Cl)cc3)c2O[C@H]1CN(C)S(=O)(=O)c1ccc(Cl)cc1,65.3
COc1ccc(NC2CS(=O)(=O)CC2OC(=O)c2ccc(F)cc2)cc1 (stereo not drawn),-4.3
COc1ccc(OC)c(NC(=O)COc2ccc([N+](=O)[O-])cc2)c1,0.6
C[C@@H]1CN([C@H](C)CO)C(=O)Cc2cc(NC(=O)Nc3ccc4c(c3)OCO4)ccc2O[C@H]1CN(C)Cc1ccccc1,3.0
O=C(O)CN(c1ccccc1)S(=O)(=O)c1ccc(Cl)cc1,-3.4
C[C@@H]1CN([C@@H](C)CO)C(=O)c2cccc(NS(=O)(=O)c3ccc(F)cc3)c2O[C@@H]1CN(C)Cc1ccc(-c2ccccc2)cc1,63.9
O=C(CSc1nncn2c1cc1occc12)NCCc1ccccc1,-0.1
CNC[C@@H]1OCCCC[C@@H](C)Oc2ccc(NC(=O)Nc3ccccc3)cc2C(=O)N([C@H](C)CO)C[C@@H]1C,-3.3
COc1ccc(S(=O)(=O)Nc2ccc3c(c2)C(=O)N([C@@H](C)CO)C[C@H](C)[C@H](CN(C)S(=O)(=O)c2ccc(OC)cc2)O3)cc1,9.6

Given with each value named: part of the list above.
C/C(=N\n1c(-c2ccccc2)n[nH]c1=O)c1ccccc1
  ROS inducer: 2.2

C[C@@H]1CCCCO[C@H](CN(C)C)[C@@H](C)CN([C@H](C)CO)C(=O)c2cc(N(C)C)ccc2O1
  ROS inducer: 13.4

Cn1c(SCC(=O)Nc2sc3c(c2C#N)CCCC3)nnc1-c1ccccc1
  ROS inducer: -14.4

COc1ccc(OC)c(NC(=O)COc2ccc([N+](=O)[O-])cc2)c1
  ROS inducer: 0.6
